# ERG-DNA inh: inhibitors of human ERG Ets domain-DNA interaction. fluorescence polarization, His-ERG Ets domain / labelled DNA. Potency, µM (highest dose often 76.9 µM), for the others: top-dose FP activity, negative = inhibition, hits mostly inhibitors. 370,000 tested, 0.028% active. AID 624246; active = well fitted inhibition curve with a large enough effect in the polarisation, with a control signal flat; inconclusive = small, poorly fitted or top-dose-only effect, or effect the other way, or a change in a side signal; inactive = no such curve, though single readings can be large or run the other way; the % refers to the polarisation;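 also: polarization taken with two DNA probes labelled with fluorescein and Texas red; potency is read from the fitted curve at half-maximal effect; % of control where 0% means no effect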
# Target sequence (P11308 whole entry, looked up, the tested form may be a part): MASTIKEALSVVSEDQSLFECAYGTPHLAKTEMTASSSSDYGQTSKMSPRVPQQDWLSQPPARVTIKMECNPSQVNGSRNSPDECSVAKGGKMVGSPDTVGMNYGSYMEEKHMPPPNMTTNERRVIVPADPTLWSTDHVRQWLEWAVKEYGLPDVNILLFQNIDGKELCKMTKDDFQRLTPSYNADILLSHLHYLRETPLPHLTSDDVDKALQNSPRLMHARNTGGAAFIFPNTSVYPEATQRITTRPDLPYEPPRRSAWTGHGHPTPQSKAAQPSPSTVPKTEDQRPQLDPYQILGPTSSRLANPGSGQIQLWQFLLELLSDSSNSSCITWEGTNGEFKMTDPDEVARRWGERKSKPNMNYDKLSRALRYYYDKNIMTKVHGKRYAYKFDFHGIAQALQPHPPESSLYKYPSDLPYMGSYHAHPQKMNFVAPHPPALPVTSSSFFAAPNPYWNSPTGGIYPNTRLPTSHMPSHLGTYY
#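 His-tagged ERG Ets domain (1 uM in the protein solution; 300mM KCl, 50mM Tris-HCl, 1mM EDTA, 1mM DTT, pH 7.5) received compound, then a probe mix of 5 nM fluorescein-DNA and 100nM Texas-615-DNA. Fluorescence polarization was read for both dyes.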
# POLI inh: DNA polymerase iota (human) inhibition; Q9UNA4; 390,000 tested, 1% active; Pol iota fluorescent replication assay, 10 min; Potency, µM (top dose mostly 115 µM), for inactives: at the highest dose activity, negative = inhibition, actives largely listed as inhibitors; also: potency is read from the fitted curve at half-maximal effect
#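 Pol iota at 10 nM preincubated 15 min with compounds at room temperature; reaction started with fluorescent substrate, 50 nM final. Fluorescence read kinetically at 0 and 10 min; buffer-only wells as negative control.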
# TRHR agonist: agonists of human TRH receptor. activation, % at 2 µM. P34981. AID 493084. 360,000 tested, 0.18% active. TRHR cells, calcium flux fluo-8, FDSS agonist mode; in the data active = activation above about 30%; also: 0% is about no effect
#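 TRHR-expressing cells loaded with fluo-8 calcium dye; 23 nL library compound pin-transferred, kinetic FDSS fluorescence (Ex 480/Em 530) recorded about 180 s for agonist-induced calcium release, before a 10 nM TRH EC20 addition for potentiator mode.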
# 12-LOX inh: ALOX12 (human) lipoxygenase inhibition. AID 1671190. Potency, µM (highest dose often 108 µM), inactives show top-dose activity change, negative = inhibition, hits mostly inhibitors. P18054. 580,000 tested, 1.1% active. purified 12hLO, xylenol orange hydroperoxide absorbance; also: potency is read from the fitted curve at half-maximal effect; % is scaled to controls: 0 for no effect and ±100 for the full control effect
#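 Purified human 12hLO (150 nM final) in 25 mM Hepes, 0.01% Triton X-100, pH 7.0 was preincubated 15 min at room temperature with compound. Then 40 uM arachidonic acid was added, 30 min. Hydroperoxide was read by Fe-XO absorbance ratio 573/405 nm.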
# BLM helicase inh: inhibitors of human Bloom syndrome helicase BLM. Potency, µM (highest dose often 56.1 µM), inactives show top-dose activity change, negative = inhibition, actives largely listed as inhibitors. recombinant BLM DNA unwinding, fluorescence dequenching. 350,000 tested, 0.2% active. P54132;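 also: potency is read from the fitted curve at half-maximal effect; plate controls were vehicle for no effect and no enzyme for full effect; nearly all actives have a fitted effect of over 35% in size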
# Pol beta inh: blocks human DNA polymerase beta activity | P06746 | Pol beta primer extension/strand displacement, fluorescence kinetic | Potency, µM (highest dose often 114 µM), for inactives: top-dose activity change, negative = inhibition, most hits filed as inhibitors | 340,000 tested, 1.3% active; also: potency is read from the fitted curve at half-maximal effect; % is scaled to controls: 0 for no effect and ±100 for the full control effect
#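 10 nM enzyme + cpd, 15 min RT; start with substrate 50 nM final; read 0 min and after 10 min RT. Corrected, normalized data; 4-parameter Hill curve fit.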
# APEX1 inh: inhibitors of human APE1 endonuclease; recombinant APE1, TAMRA/BHQ-2 abasic DNA cleavage fluorescence; 350,000 tested, 0.35% active; P27695; Potency, µM (titrated, usually from 65.8 µM), for the others: at the top dose activity change, negative = inhibition, actives largely listed as inhibitors;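 also: potency is read from the fitted curve at half-maximal effect; plate controls were vehicle for no effect and reference inhibitor for full effect; nearly all actives have a fitted effect of over 55% in size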
# Target sequence (P27695 whole entry, looked up): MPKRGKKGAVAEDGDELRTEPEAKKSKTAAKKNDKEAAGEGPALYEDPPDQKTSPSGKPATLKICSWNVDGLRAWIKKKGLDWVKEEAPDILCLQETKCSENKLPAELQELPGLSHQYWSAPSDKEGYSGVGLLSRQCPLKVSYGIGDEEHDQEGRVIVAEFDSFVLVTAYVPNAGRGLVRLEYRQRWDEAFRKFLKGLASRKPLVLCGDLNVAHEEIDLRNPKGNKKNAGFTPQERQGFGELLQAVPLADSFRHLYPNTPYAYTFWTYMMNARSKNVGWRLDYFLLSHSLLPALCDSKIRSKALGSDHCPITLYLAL
#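 Enzyme (0.75 nM final) and test compound are incubated 15 min at room temperature before adding 50 nM quenched THF abasic-site duplex. Cleavage dequenches TAMRA, followed at 525/598 nm over three reads one minute apart.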
# Pol kappa inh: inhibitors of human DNA polymerase kappa; purified Pol kappa, fluorescent DNA synthesis assay, 10 min; Potency, µM (doses to about 107 µM), for the others: at the top dose activity, negative = inhibition, actives largely listed as inhibitors; 400,000 tested, 0.53% active; also: potency is read from the fitted curve at half-maximal effect; % is scaled to controls: 0 for no effect and ±100 for the full control effect
#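 Pol kappa 10 nM + cpd, 15 min RT; start w/ substrate 50 nM final; fluorescence kinetic read, 0 and 10 min. Neg ctrl: buffer, no enzyme.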
# Anesthetic bind: binds horse apoferritin like a general anesthetic. P02791. apoferritin/1-aminoanthracene competitive binding, fluorescence. Potency, µM (highest dose often 77.5 µM), without a hit: at the highest dose activity change, negative = displacement, actives largely listed as inhibitors. 350,000 tested, 0.074% active. AID 485281; also: potency is read from the fitted curve at half-maximal effect; % is scaled to controls: 0 for no effect and ±100 for the full control effect; nearly all actives have a fitted effect of over 20% in size
# Target sequence (P02791 2-175 limits assumed): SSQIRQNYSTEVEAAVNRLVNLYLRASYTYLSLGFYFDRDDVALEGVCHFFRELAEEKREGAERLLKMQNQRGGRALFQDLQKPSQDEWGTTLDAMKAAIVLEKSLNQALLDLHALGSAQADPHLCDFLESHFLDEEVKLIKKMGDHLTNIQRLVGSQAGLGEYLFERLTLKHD
#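 In PBS, apoferritin at 10 uM is loaded with 1-AMA from a 50% saturated solution. After 10 min of compound exposure at ambient temperature, reduced 535 nm fluorescence indicates probe displacement.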
# An asterisk follows results filed as active; ? = inconclusive; · = no result given; & = joins results of further samples; [ ] = another dose, or the depositor's remark. Unless noted, calls follow the shape of the dose curve; as a rule, active = well fitted curve in the direction sought with a large enough effect; inconclusive = small, poorly fitted or top-dose-only effect, or another doubt; inactive = no such curve, though single readings can be large; an effect the other way counts as inactive or inconclusive. Only part of the results is shown; the hit share may differ from the screen's.
compound	APEX1 inh	Anesthetic bind	BLM helicase inh	ERG-DNA inh	12-LOX inh	TRHR agonist	Pol kappa inh	Pol beta inh	POLI inh
C#CCOCCOCCOCCNc1nc(N2CCN(C(=O)[C@H](C(C)C)n3cc(CCO)nn3)CC2)nc(N2CCN(C(=O)[C@H](Cc3ccc(O)cc3)n3cc(CCO)nn3)CC2)n1	·	·	·	-7%	-8%	·	-7%	·	?
Nn1c(COc2ccccc2)nc2ccccc2c1=O	-2%	-9%	0%	-5%	16%	-0.2	-19%	2%	-2%
Cc1cc(Cl)ccc1OCC(=O)Nc1cccc(S(=O)(=O)NC2=NCCCCC2)c1	-18%	·	·	-10%	4%	0.6	-12%	·	7%
COc1cc(OC)cc(C(=O)NCC(=O)OCC(=O)NC(C)CCc2ccccc2)c1 (centres undefined)	3%	·	·	5%	-7%	·	-6%	·	35%[activator]
O=C(O)C1C2CCC(C2)C1C(=O)Nc1ccccc1 (centres undefined)	·	·	·	22%	?	·	1%	·	-20%[58.9 µM]
COc1ccc(NC(=S)Nc2cc(-c3ccccc3)[nH]n2)cc1Cl	-7%	-15%	-9%	-3%	?	0.1	-4%	?	-3%
Cc1ccc(N2C(=O)C(CC(=O)Nc3cccc(F)c3)N(CCc3ccccc3F)C2=O)cc1 (centres undefined)	·	-6%	-10%	-4%	0%	-1.5	-5%	?	-8%
O=C(O)c1cc(NC(=O)C2CCCO2)cc(C(=O)O)c1 (centres undefined)	4%	0%	-1%	18%	-23%	-0.1	-4%	43%	9%
Cc1ccc(S(=O)(=O)NCC(=O)N(CC(=O)NCc2ccco2)Cc2cccs2)cc1	0%	-10%	-6%	-6%	-6%	-1.0	-7%	21%	3%[58.9 µM]
CCCS(=O)(=O)N1CCC(C(=O)NCc2ccc(F)cc2)CC1	7%	-11%	-2%	-2%	-12%	-0.5	-3%	-2%	7%
CCc1n[nH]c(=S)n1/N=C/C(C)=C\c1ccccc1	5%	-10%	-3%	4%	?	0.2	-5%	3%	42%[activator]
COc1ccc(NS(=O)(=O)c2cccc(C(=O)NCC(c3ccc(OC)cc3)N3CCCC3)c2)cc1 (centres undefined)	2%	·	·	0%	?	3.4	-16%	·	81%[activator]
O=C(c1ccccc1F)N1CCN(S(=O)(=O)c2ccc3ccccc3c2)CC1	3%	-2%	-3%	16%	?	-0.4	7%	6%	-4%
COc1cccc(-c2nc(N3CCN(C)CC3)c3ccccc3n2)c1O	?	-9%	115%[activator]	-3%	-13%	-2.0	-28%	-12%	?
CC(=O)c1c(OC(=O)c2ccccc2Br)ccc2c(C)cc(=O)oc12	-1%	0%	3%	-5%	-11%	-0.3	-14%	0%	20%
O=C(COC(=O)CNC(=O)c1ccccc1)NC1CCCC1	21%	·	·	0%	-15%	-0.4	7%	·	-14%
COC(=O)C1=C(N)Oc2cc(C)n(Cc3cccnc3)c(=O)c2C1c1ccccc1OC (centres undefined)	1%	-8%	2%	0%	15%	-0.5	-14%	20%	3%
C[C@@H](O)Cc1cn(CC(=O)NCCCCCCCCCCC(=O)N2CCNCC2)nn1	6%	·	·	-2%	-8%	0.0	-2%	·	-11%
Cc1ccc(C2(C)NC(=O)N(CC(=O)NC(C)c3ccccc3)C2=O)cc1 (centres undefined)	49%	4%	-2%	12%	-26%	0.0	-9%	1%	-16%
CCOc1ccc(NC(=O)Nc2ccccc2C(N)=O)cc1	14%	-1%	-2%	5%	-1%	1.2	-7%	35%	3%
CCOc1ncccc1C(=O)OCC(=O)c1c[nH]c2ccccc12	1%	·	·	-2%	2%	0.1	-3%	·	1%
Cc1ccc2c(c1)N(CCCC(=O)Nc1cccc(C(F)(F)F)c1)C(=O)CO2	-13%	-14%	-9%&-7%	-1%&8%	?	0.0&0.5	-7%&-19%	-25%&-5%	10%&-9%
CC1=NN(S(=O)(=O)c2ccc(C)cc2)C(=O)c2ccccc2O1	2%	-6%	0%	-9%	14%	-0.4	-3%	29%	14%
O=C(C1CCCCC1)N1CCC2CC1c1cc(Cl)ccc12 (centres undefined)	·	·	·	-8%	-15%	·	-4%	·	-14%
O=C(COc1ccccc1F)Nc1nnc(-c2ccncc2)s1	1%	-14%	1%	-4%	?	0.4	-16%	13%	-29%
COc1ccc(C(=O)OCC(=O)NC(C)CCc2ccccc2)cc1OC (centres undefined)	3%	1%	-1%	7%	76%[activator]	-1.2	8%	24%	39%[activator]
CCOC(=O)N1CCc2c(sc(NC(=O)C3=COCCO3)c2C(N)=O)C1	-1%	-5%	-8%	5%	1%	0.5	1%	13%	49%[activator]
CC(C)(C)C(=O)N1CCN(c2nc3ccc(Br)cc3s2)CC1	10%	-7%	-5%	-19%	8%	0.0	-1%	-5%	-16%
CC(/C=N/n1c(-c2ccc(C)cc2)n[nH]c1=S)=C\c1ccco1	-3%	-17%	-7%	6%	?	0.1	-4%	-30%	-12%
Cc1ccc(N2C(=O)CC(Sc3nccc(C)n3)C2=O)cc1 (centres undefined)	17%	-7%	-6%	11%	16%	-1.2	1%	37%	11%
Cc1c(NC(=O)Cn2ccc([N+](=O)[O-])n2)c(=O)n(-c2ccccc2)n1C	-9%	-4%	-2%	7%	17%	-0.7	1%	53%	?
O=C(CN1C(=O)CCSc2ccc(S(=O)(=O)N3CCCC3)cc21)Nc1cccc(F)c1	·	0%	-4%	0%	?	-0.1	-7%[60.1 µM]	-20%	?
Cc1ccc(CC2SC(=Nc3ccccc3)N(c3ccccc3)C2=O)cc1 (centres undefined)	-8%	-1%	-10%	4%	5%	0.5	-9%	5%	-12%
COCCNC(=O)c1ccc2c(c1)N(Cc1ccc(C(F)(F)F)cc1)C(=O)c1ccccc1S2	·	-23%	-11%	4%	0%	1.6	-16%	-19%	10%
O=C1CC(N(Cc2ccco2)C(=O)Nc2ccc(F)cc2)C(=O)N1c1ccc(F)cc1 (centres undefined)	5%	-2%	-14%	-6%	-19%	-1.5	-6%	-1%	58%[activator]
CC(CN1CCCCC1)OC(=O)c1cccc(F)c1 (centres undefined)	11%	-5%	-1%	0%	56µM*	0.0	-6%	45%	1%
COc1ccc(Cl)cc1NC(=O)c1nnn(CC(=O)Nc2ccc(OC)c(OC)c2)c1N	17%	-2%	-8%	-5%	-14%	1.0	6%	0%	?
COc1ccc(C(CNC(=O)Cc2ccc(-c3ccccc3)cc2)N(C)C)cc1 (centres undefined)	11%	-20%	2%	-2%	-13%	0.3	-9%	-10%	19%
CCN(CC(=O)Nc1ccccc1C(F)(F)F)C(=O)CSCc1ccc(C)cc1	4%	·	·	-6%	-1%	0.0	-22%	·	33%[activator]
Cc1ccc(S(=O)(=O)NC(N)=NCCc2ccccc2)cc1C	1%	-12%	4%	3%	-20%	-0.2	-19%	22%	11%
Cc1ccc(C)c(NC(=O)CN2C(=O)COc3ccc(S(=O)(=O)N4CCCC4)cc32)c1	35%	1%	0%	1%	2%	-0.6	-7%	7%	45%[activator]
CCn1cc(C(=O)N2CCN(c3ccc(OC)cc3)CC2)c2cc(OC)c(OC)cc2c1=O	-8%	-7%&-15%	-2%&1%	4%&-2%	-2%&0%	0.2&-0.4	-1%&-6%	27%&-16%	51%&2%
COc1ccc(CC(=O)Nc2cccc(-c3nnc(-c4ccccc4)o3)c2)cc1OC	-3%	7%	-6%	·	-3%	-0.3	6%	0%	12%
CCOc1cc2c(cc1OC)C(NC(=O)c1ccco1)CC2=O (centres undefined)	6%	-3%	0%	0%	1%	0.2	-12%	30%	31%[activator]
COCc1cccc(N2C(=O)CC(C3C=C(C)C4C(=O)N(c5cccc(COC)c5)C(=O)C4C3)C2=O)c1 (centres undefined)	-4%	?	-2%	0%	2%	-0.5	-6%	86%	75%[activator]
OCCN(Cc1ccccc1)Cc1ccc(Cl)cc1	-3%	-16%	-1%	·	?	0.3	-3%	0%	-10%
CSCC[C@H](NC(=O)[C@H](CCC(N)=O)NC(=O)[C@H](CCCCN)NC(=O)[C@H](CCCNC(=N)N)NC(=O)[C@H](Cc1ccc(O)cc1)NC(=O)[C@H](CCCNC(=N)N)NC(=O)[C@H](CO)NC(=O)[C@H](Cc1ccc(O)cc1)NC(=O)[C@H](CO)NC(=O)[C@H](CC(=O)O)NC(=O)[C@@H](NC(=O)[C@@H](N)Cc1ccccc1)[C@@H](C)O)C(=O)N[C@@H](C)C(=O)N[C@H](C(=O)N[C@@H](CCCCN)C(=O)N[C@@H](CCCCN)C(=O)N[C@@H](Cc1ccc(O)cc1)C(=O)N[C@@H](CC(C)C)C(=O)N[C@@H](C)C(=O)N[C@@H](C)C(=O)N[C@H](C(=O)N[C@@H](CC(C)C)C(=O)NCC(=O)N[C@@H](CCCCN)C(=O)N[C@@H](CCCNC(=N)N)C(=O)N[C@@H](Cc1ccc(O)cc1)C(=O)N[C@@H](CCCCN)C(=O)N[C@@H](CCC(N)=O)C(=O)N[C@@H](CCCNC(=N)N)C(=O)N[C@H](C(=O)N[C@@H](CCCCN)C(=O)N[C@@H](CC(N)=O)C(=O)N[C@@H](CCCCN)C(N)=O)C(C)C)C(C)C)C(C)C	-5%	-4%	?	·	·	·	?	·	·
OC(COCc1ccccc1)CN1CCCCC1 (centres undefined)	5%	-3%	-1%	13%	-2%	0.7	-8%	18%	-3%
